Screening data deposited in PubChem BioAssay by National Center for Advancing Translational Sciences (NCATS).
POLB inh: blocks human DNA polymerase beta activity; Potency, µM (series often up to 114 µM), inactives show at the top dose activity change, negative = inhibition, most hits filed as inhibitors; P06746; hit rate 1.3% among 340,000; Pol beta primer extension/strand displacement, fluorescence kinetic; further: potency means the concentration at half of the fitted maximal effect; on the % scale 0 is the no-effect control and ±100 the full control effect
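Pol beta (10 nM) and compounds were preincubated 15 min at room temperature, then 50 nM substrate (final) started primer extension/strand displacement. Reads were taken at 0 and 10 min; concentration-response data were fitted to a four-parameter Hill equation.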
Apoferritin bind: candidate novel general anesthetic via apoferritin binding | P02791 | Potency, µM (series often up to 77.5 µM), for inactives: at the highest dose activity change, negative = displacement, hits mostly inhibitors | hit rate 0.074% among 350,000 | apoferritin/1-aminoanthracene competitive binding, fluorescence; further: potency means the concentration at half of the fitted maximal effect; on the % scale 0 is the no-effect control and ±100 the full control effect; nearly all actives have a fitted effect of over 20% in size
Target sequence (P02791 2-175 limits assumed): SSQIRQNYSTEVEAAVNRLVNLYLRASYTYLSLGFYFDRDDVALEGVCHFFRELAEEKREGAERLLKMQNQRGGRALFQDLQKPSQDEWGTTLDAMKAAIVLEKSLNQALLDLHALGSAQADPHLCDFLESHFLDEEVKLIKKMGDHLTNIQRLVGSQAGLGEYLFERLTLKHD
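Read-out: endpoint 1-AMA fluorescence, excitation 380 nm and emission 535 nm, after compounds sit 10 min at room temperature with 10 uM horse-spleen apoferritin in 50% saturated 1-AMA/PBS. Values come from four-parameter Hill fits.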
APE1 inh: inhibitors of human APE1 endonuclease; recombinant APE1, TAMRA/BHQ-2 abasic DNA cleavage fluorescence; Potency, µM (doses to about 65.8 µM), without a hit: top-dose activity change, negative = inhibition, most hits filed as inhibitors; hit rate 0.35% among 350,000; AID 2517;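 further: potency means the concentration at half of the fitted maximal effect; plate controls were vehicle for no effect and reference inhibitor for full effect; nearly all actives have a fitted effect of over 55% in size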
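Measures dequenching upon AP-site incision of a 5'-TAMRA/3'-BHQ-2 THF-containing duplex, 50 nM; human APE1 0.75 nM after 15 min room-temperature exposure to compound; kinetic three-point read at one-minute spacing.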
Pol iota inh: inhibitors of human DNA polymerase iota; Q9UNA4; Pol iota fluorescent replication assay, 10 min; Potency, µM (series often up to 115 µM), without a hit: at the highest dose activity, negative = inhibition, most hits filed as inhibitors; hit rate 1% among 390,000; AID 588590; further: potency means the concentration at half of the fitted maximal effect
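Fluorescent replication assay read twice, at 0 min and 10 min after adding 50 nM (final) substrate. Enzyme (10 nM) and compounds were first incubated 15 min at room temperature; enzyme-free buffer wells were negative controls.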
LDHA inh: LDHA (human) enzyme inhibition | P00338 | purified LDHA, NADH/diaphorase-resazurin fluorescence; active compounds read low | activity change, % (values are at about 110 or 230 µM) | hit rate 0.15% among 480,000 | AID 1347041; in the data active means activity change below about -30%; inconclusive means mostly about -25% to -30%;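 further: plate controls were DMSO wells for no effect and wells without enzyme for full effect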
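Enzyme activity of human lactate dehydrogenase 5 (2 nM; 0.06 mM NADH, 0.2 mM pyruvate, 5 min, RT) is measured via a resazurin/diaphorase fluorescence readout of residual NADH.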
BLM helicase inh: blocks DNA unwinding by human BLM helicase; AID 2528; recombinant BLM DNA unwinding, fluorescence dequenching; hit rate 0.2% among 350,000; Potency, µM (series often up to 56.1 µM), for inactives: at the top dose activity change, negative = inhibition, actives largely listed as inhibitors; P54132;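 further: potency means the concentration at half of the fitted maximal effect; plate controls were vehicle for no effect and no enzyme for full effect; nearly all actives have a fitted effect of over 35% in size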
Pol kappa inh: inhibitors of human DNA polymerase kappa | purified Pol kappa, fluorescent DNA synthesis assay, 10 min | hit rate 0.53% among 400,000 | Potency, µM (top dose mostly 107 µM), for the others: top-dose activity, negative = inhibition, usual class: inhibitors | AID 588579; further: potency means the concentration at half of the fitted maximal effect; on the % scale 0 is the no-effect control and ±100 the full control effect
Target sequence (Q9UBT6 whole entry, looked up): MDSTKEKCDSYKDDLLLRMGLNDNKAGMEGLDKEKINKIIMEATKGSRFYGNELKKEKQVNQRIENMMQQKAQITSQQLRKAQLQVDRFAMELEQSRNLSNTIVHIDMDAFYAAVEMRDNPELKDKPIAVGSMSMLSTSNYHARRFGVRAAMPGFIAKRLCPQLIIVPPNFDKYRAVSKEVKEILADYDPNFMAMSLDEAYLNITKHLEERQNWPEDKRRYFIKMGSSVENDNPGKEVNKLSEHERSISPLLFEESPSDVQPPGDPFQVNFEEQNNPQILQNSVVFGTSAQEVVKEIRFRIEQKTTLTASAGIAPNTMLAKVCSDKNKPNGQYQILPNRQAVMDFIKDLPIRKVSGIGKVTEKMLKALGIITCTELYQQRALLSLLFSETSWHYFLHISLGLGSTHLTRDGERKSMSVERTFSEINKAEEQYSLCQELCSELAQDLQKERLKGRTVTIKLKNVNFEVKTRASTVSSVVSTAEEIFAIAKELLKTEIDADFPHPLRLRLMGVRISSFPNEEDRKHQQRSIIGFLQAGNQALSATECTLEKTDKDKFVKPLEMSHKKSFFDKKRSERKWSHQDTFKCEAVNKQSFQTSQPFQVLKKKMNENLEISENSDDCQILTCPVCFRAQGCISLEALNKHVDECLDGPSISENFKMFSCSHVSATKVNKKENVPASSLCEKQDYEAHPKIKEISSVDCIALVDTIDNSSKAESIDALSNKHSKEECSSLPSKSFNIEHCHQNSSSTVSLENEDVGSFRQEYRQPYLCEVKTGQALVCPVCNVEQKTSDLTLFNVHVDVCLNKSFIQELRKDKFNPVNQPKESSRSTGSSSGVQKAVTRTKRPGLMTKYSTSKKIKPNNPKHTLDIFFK
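Activity was followed as the change in fluorescence between reads at 0 and 10 min after starting the reaction with 50 nM substrate. Beforehand, 10 nM polymerase had been preincubated with compound for 15 min at room temperature.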
Glioma ERSR ind: induces the endoplasmic reticulum stress response in human glioma cells | U87-MG GRP78 promoter luciferase reporter, 16 h | Potency, µM, for inactives: at the highest dose activation, actives largely listed as activators | hit rate 0.02% among 420,000; further: potency means the concentration at half of the fitted maximal effect; series mostly up to about 76 µM; % of control where 0% means no effect; nearly all actives have a fitted effect of over 35% in size
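Stably transfected U87-MG glioma cells carrying a GRP78-based luciferase sensor; 16 h compound incubation. Luminescence end-point read 10 min after Bright-Glo addition at room temperature.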
POLH inh: blocks human DNA polymerase eta activity | Q9Y253 | recombinant Pol eta, fluorescent DNA replication assay | Potency, µM (titrated, usually from 114 µM), without a hit: at the top dose activity change, negative = inhibition, hits mostly inhibitors | hit rate 1.2% among 390,000; further: potency means the concentration at half of the fitted maximal effect; on the % scale 0 is the no-effect control and ±100 the full control effect
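Fluorescent replication assay: 50 nM final substrate added after a 15 min room-temperature compound preincubation with 10 nM enzyme. Signal taken at 0 min and again at 10 min.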
Active calls of the source: *; ? = inconclusive; . = no result given; & = joins results of further samples; [ ] = another dose, or the depositor's remark. Unless noted, the call rests on the fitted dose curve; in most records, active means well fitted curve in the direction sought with a large enough effect; inconclusive means small, poorly fitted or top-dose-only effect, or another doubt; inactive means no such curve, though single readings can be large; an effect the other way counts as inactive or inconclusive. A portion of the library; rates above refer to the full screens.

SMILES	POLB inh	Apoferritin bind	APE1 inh	Pol iota inh	LDHA inh	BLM helicase inh	Pol kappa inh	Glioma ERSR ind	POLH inh
CCN1C[C@]2(C)CC[C@H](OC)[C@@]34[C@@H]2[C@H](OC(C)=O)[C@]2(OCO[C@@]25C[C@@H](OC)[C@@H]2C[C@@]3(O)[C@H]5[C@@H]2OC)[C@H]14	.	-5%[29.3 µM]	?	.	.	-2%[21.4 µM]	-2%[12 µM]	-3%	.
COC(=O)c1ccccc1OP1(=O)COc2ccccc2OC1	1%	-16%	7%	-8%	-5	0%	1%	0%	-12%
c1cnc2ccc(C(c3nnnn3C3CCCCC3)N3CCN(C4CCCCC4)CC3)cc2c1 (stereo not drawn)	.	.	.	31%[activator]	-2	.	-4%	-2%	-11%
COCCNC(=O)N1[C@H]2CC[C@@H]1C(C(=O)OC)=C(c1ccc(OC(F)(F)F)cc1)C2	.	.	-13%	14%	-2	.	-9%	-4%	-10%
CCN(CC)CCN/N=C(\C)c1c(O)[nH]c(=O)[nH]c1=O	-1%	40%[activator]	3%	-7%	-1	-9%	0%	0%	-5%
CCOC(=O)C1C(=O)NC23CCCC2C1c1ccccc1O3 (stereo not drawn)	67%	-9%	0%	7%	-7	1%	-1%	-4%	-9%
Cc1cc(N2CCCCC2)nc2ccc(NC(=O)CCC(=O)N3CCN(c4cccc(Cl)c4)CC3)cc12	?	569%[activator]	.	-11%	5	-9%	-24%	-2%	-24%
CCOc1ccc(-c2cc(C)[n+](CCO)c(-c3ccc(OCC)cc3)c2)cc1	1%	285%[activator]	-5%	58%[activator]	-8	19%	3%	-5%	-20%
CCOC(=O)c1c(-c2ccccc2)oc2ccc(OC(=O)N(C)C)cc12	12%	-13%	-4%	11%	6	-8%	-21%	-3%	-10%
CNC[C@H](O)c1ccc(O)cc1	.	7%[29.3 µM]	.	.	.	4%[21.4 µM]	8%[12 µM]	-6%	.
C=CCn1c(=O)c(C=Nc2c(OC)cccc2[N+](=O)[O-])c(O)n(CCCC)c1=O	-13%	-2%	-2%	45%[activator]	10	-2%	4%	0%	-24%
Cc1ccc(-c2[nH]nc3c2C(c2ccccc2OC(=O)N2CCOCC2)C(C#N)=C(N)O3)cc1 (stereo not drawn)	8%	-3%	14%	?	9	-2%	-8%	-4%	-13%
COC(=O)C(O)(c1ccc(N(C)C(=O)c2ccc(Cl)c(Cl)c2)cc1)C(F)(F)F (stereo not drawn)	0%	-10%	1%	33%[activator]	2	-4%	-1%	-2%	-15%
COc1ccc(CN(CCc2c[nH]c3ccccc23)Cc2ccc(OC)cc2)cc1	.	.	.	-4%	0	.	-10%	3%	-19%
CCCCN1C(=O)NC(=O)C2(Cc3c(nc4ccccn4c3=O)N3CCc4ccccc4C32)C1=O (stereo not drawn)	9%	?	2%	4%	7	-3%	-10%	-5%	-15%
CC12C=CC(=O)C=C1CCC1C2=CCC2(C)C1CC[C@@H]2C(=O)CN1CCN(c2cc(N3CCCC3)nc(N3CCCC3)n2)CC1 (stereo partly drawn)	.	-18%&-12%	-5%&-11%	.	.	-15%	-15%[60.1 µM]	1%&-3%	.
O=C(Nc1ccc(Br)cc1)c1nn(C23CC4CC(CC(C4)C2)C3)cc1Br	30%	-5%	-1%	15%	-4	-3%	-20%	-4%	-9%
O=C(c1ccc(Cl)cc1)C1CCCN(Cc2ccon2)C1 (stereo not drawn)	0%	-14%	-2%	7%	1	-5%	0%	-3%	-4%
Cn1c(=O)[nH]c2nncnc2c1=O	.	.	.	15%	23	.	-9%	-14%	-5%
O=C(c1ccc(F)cc1Cl)N1CCC2(CC1)OCCO2	0%	-4%	3%	90%[activator]	-2	-8%	2%	-3%	-4%
COc1cccc(N(C(C)=O)C2=NCCCS2)c1	23%	-8%	0%	28%	-1	2%	8%	-5%	-9%
CCC(N)C(O)c1ccc(O)c(O)c1 (stereo not drawn)	.	1%	-4%	.	.	3%	-3%[60.1 µM]	-5%	.
CCN(Cc1ccccc1)C(=O)Cn1c(=O)oc2ccccc21	17%	-6%	-6%	63%[activator]	-8	3%	-7%	0%	16%
O=C(Nc1ccc(Cl)cc1C(=O)c1ccccc1)c1ccccc1	3%	-21%	8%	7%	-6	-7%	-19%	-4%	-2%
COc1ccccc1OCC#CCN1CCOCC1	1%	1%	12%	76%[activator]	-16	-1%	1%	12%	-10%
COc1ccc(-c2nc3ccccc3c(=O)n2-c2ccc(OC)cc2)cc1	4%	-6%	24%	-6%	-1	-6%	-8%	0%	-18%
CC1CN=C(NCc2ccncc2)S1 (stereo not drawn)	3%	-6%	2%	3%	-6	-1%	-2%	-1%	4%
CC(=NCc1ccco1)c1c(O)n(C)c(=O)n(C)c1=O	?	-8%	-2%	5%	-3	4%	-3%	-2%	-10%
CN(C)C(=O)Nc1cccc(OC(=O)N(C)C)c1	-9%	20%	2%	3%	-1	-2%	-4%	-4%	-10%
CC(=NCCc1ccccc1)c1c(O)[nH]c(=O)[nH]c1=O	8%	0%	4%	12%	-8	-1%	-7%	0%	6%
O=C(Nc1ncc(Cc2ccccc2)s1)C1=NCCN1	57%[activator]	-17%	10%	52%[activator]	-4	2%	-4%	-2%	7%
COc1ccc(OCC(=O)N2CCN(Cc3nc4cc([N+](=O)[O-])ccc4n3C)CC2)cc1	19%	-15%	18%	6%	1	3%	-7%[60.1 µM]	1%	12%
COc1ccccc1Sc1ccccc1CC(C)N (stereo not drawn)	35%	-5%	6%	-11%	-1	5%	-4%	-5%	-13%
O=S(=O)(c1ccc(Cl)cc1)N1CN2CCN(C2)C1	-12%	-12%	9%	3%	3	9%	4%	-5%	-5%
COC(=O)[C@]12OC[C@]34C([C@@H](O)[C@@H]1O)[C@]1(C)CC(=O)C(O)=C(C)[C@@H]1C[C@H]3OC(=O)[C@H](O)[C@@H]24 (stereo partly drawn)	41%	-6%	0%	42%[activator]	6	-2%	22%	-4%	-7%
COc1ccc(N2C(=O)/C(=C/c3ccc(OC)c(OC)c3)C(=O)NC2=S)cc1	11%	-8%	-3%	?	2	1%	-2%	0%	3%
O=C(CCN1CCCCC1)Nc1ccc(Br)cc1C(=O)c1ccccc1	-2%	-7%	25%	11%	-12	1%	-15%	-2%	4%
O=c1[nH]c(=O)n(CCc2ccccc2)c(O)c1C=NCCCn1ccnc1	5%	-15%	1%	11%	-6	-1%	-5%	-1%	0%
Clc1ccc(CO/N=C(\Cn2ccnc2)c2ccc(Cl)cc2Cl)c(Cl)c1	.	0%	0%	.	.	-3%	-14%[60.1 µM]	-3%	.
O=C(COc1ccc(Br)cc1)Nc1ccc(Cl)cc1C(=O)c1ccccc1	-1%	-2%	.	30%[activator]	-8	-2%	-4%	-2%	-16%
O=C1NC(=O)N(c2ccccc2)C(=O)/C1=C/c1ccc([N+](=O)[O-])s1	-41%	?	?	11µM*	4	-13%	32µM*	-5%	10µM*
O=C(O)C1CN2CCC1CC2 (stereo not drawn)	0%	-3%	28%	3%	-13	-2%	-4%	1%	-11%
Cc1cc(C(=O)CS(=O)(=O)c2ccc(F)cc2)cc(C)c1OC(=O)N(C)C	12%	-20%	-7%	96%[activator]	2	-5%	-3%	-2%	-14%
COc1ccc(C(=O)O/N=C(/C(N)=O)P(=O)(OC(C)C)OC(C)C)cc1	26%	9%	14%	30%	-2	-1%	6%	-7%	-13%
COc1cccc(C(=O)C2CCCN(Cc3cnn(C(C)C)c3)C2)c1 (stereo not drawn)	4%	-12%	0%	30%	-3	4%	-6%	-3%	-13%
c1ccc2nc3ccccc3nc2c1	22%	15%	16%	56%[activator]	2	3%	-16%	1%	-16%
CCC(=NCCC1=CCCCC1)c1c(O)[nH]c(=O)[nH]c1=O	10%	-17%	-8%	22%	3	0%	-18%	-3%	-9%
CCCOc1ccc(C(C)=O)cc1Cc1c(O)[nH]c(=S)[nH]c1=O	3%	0%	8%	27%	-5	-2%	3%	-3%	-16%
O=C(CCC(=O)N1C[C@H]2C[C@@H](C1)c1cccc(=O)n1C2)NCc1cccc(C(F)(F)F)c1	47%	-3%	-2%	-8%	-9	-2%	7%	-3%	-15%
O=C(COc1ccccc1)N1CCN(C/C=C/c2ccccc2)CC1	6%	-13%	-5%	14%	5	-2%	-3%	-3%	-15%
CNC(=O)CSP(=S)(OC)OC	.	-6%	4%	4%	-7	3%	0%	-1%&-1%	-5%
COc1ccc(N=Cc2c(O)n(-c3ccc(C)cc3)c(=O)[nH]c2=O)cc1	99%	-7%	6%	-12%	3	-5%	0%	-2%	0%
CCOC(=O)c1cc(CC)sc1/N=C/c1c(O)[nH]c(=S)[nH]c1=O	-12%	-9%	0%	14%	-1	-3%	-16%	0%	-3%
CCN(CC)CCCOC(=O)C(OC(C)C)(c1ccccc1)c1ccccc1	31%	2%	1%	-4%	-8	-4%	-6%	-4%	-7%
CCN1C(=O)C(=Cc2ccc(N3CCOCC3)o2)C(=O)N(CC)C1=S	2%	-1%	13%	-13%	-1	-5%	-4%	-1%	-11%
COc1ccc(C(=O)Cn2c(NCCCl)nc3ccccc32)cc1	-11%	-13%	33%[activator]	20%	0	0%	7%	-4%	-7%
O=CNc1ccc(OP(=O)(Oc2ccccc2)Oc2ccccc2)cc1	2%	-13%	25%	6%	-3	-8%	-1%	0%	-14%
Cc1ccc(N2C(=O)CC(=O)NC2=O)cc1Cl	-15%	-9%	-1%	?	0	-1%	-9%	2%	-5%

Sorted by molecular weight (falling): part of the list above.
SMILES	POLB inh	Apoferritin bind	APE1 inh	Pol iota inh	LDHA inh	BLM helicase inh	Pol kappa inh	Glioma ERSR ind	POLH inh
CCOC(=O)c1cc(CC)sc1/N=C/c1c(O)[nH]c(=S)[nH]c1=O	-12%	-9%	0%	14%	-1	-3%	-16%	0%	-3%
O=C(COc1ccccc1)N1CCN(C/C=C/c2ccccc2)CC1	6%	-13%	-5%	14%	5	-2%	-3%	-3%	-15%
c1ccc2nc3ccccc3nc2c1	22%	15%	16%	56%[activator]	2	3%	-16%	1%	-16%
